# Pf growth 48h = Primary qHTS for delayed death inhibitors of the malarial parasite plastid, 48 hour incubation; P. falciparum luciferase growth in erythrocytes, 48 h; Potency, µM (series often up to 28.7 µM), for the others: at the highest dose activity change, negative = inhibition, usual class: inhibitors; 310,000 compounds, 5.9% hits; AID 504832, 2011; further: potency means the concentration at half of the fitted maximal effect; on the % scale 0 is the no-effect control and ±100 the full control effect
#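 Read-out is firefly luciferase luminescence from an integrated reporter in P. falciparum, so falling signal marks reduced parasite growth. Infected erythrocytes were at 2% hematocrit and 0.1% parasitemia (final) in Albumax-supplemented RPMI 1640.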
# LmPK inh = qHTS Assay for Inhibitors of Leishmania Mexicana Pyruvate Kinase (LmPK); purified LmPK, Kinase-Glo ATP luminescence, 1 h; Potency, µM (doses to about 57.5 µM), for inactives: at the top dose activity change, negative = inhibition, most hits filed as inhibitors; 290,000 compounds, 0.37% hits; AID 1721, 2009; further: potency means the concentration at half of the fitted maximal effect; on the % scale 0 is the no-effect control and ±100 the full control effect
# Target sequence (Q27686 whole entry, looked up): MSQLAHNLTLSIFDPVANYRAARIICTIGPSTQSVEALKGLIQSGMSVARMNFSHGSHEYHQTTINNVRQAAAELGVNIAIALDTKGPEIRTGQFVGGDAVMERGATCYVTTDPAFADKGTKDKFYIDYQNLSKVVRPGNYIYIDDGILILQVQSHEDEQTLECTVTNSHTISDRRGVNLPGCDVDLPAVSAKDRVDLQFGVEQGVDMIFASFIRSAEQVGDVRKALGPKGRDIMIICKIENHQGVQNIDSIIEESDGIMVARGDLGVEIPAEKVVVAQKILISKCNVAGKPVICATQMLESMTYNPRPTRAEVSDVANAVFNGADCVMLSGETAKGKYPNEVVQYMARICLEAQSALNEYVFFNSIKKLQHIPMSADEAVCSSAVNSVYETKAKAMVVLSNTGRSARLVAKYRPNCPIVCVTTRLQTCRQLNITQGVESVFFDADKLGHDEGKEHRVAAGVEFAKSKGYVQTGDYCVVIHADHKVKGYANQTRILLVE
#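 qHTS format; LmPK 0.1 nM; substrates PEP 0.5 mM and ADP 0.1 mM. One-hour room-temperature incubation, then coupled luciferase luminescence; 0.5 nM enzyme wells mark activation.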
# Shiga toxin inh = A qHTS for Small Molecule Inhibitors of Shiga Toxin. Vero cells, Shiga toxin protein synthesis inhibition reporter. inhibition, % at 38.7 µM. 290,000 compounds, 9.2% hits; in the data active means inhibition mostly above about 28%, no sharp cut-off; inactive means mostly below about 43%; further: 0% is about no effect
# AmpC no deterg = qHTS Inhibitors of AmpC Beta-Lactamase (assay without detergent); AmpC nitrocefin hydrolysis, absorbance 480 nm, 0.0001% Triton; 330,000 compounds, 0.52% hits; P00811; Potency, µM (series often up to 57.1 µM), for inactives: top-dose activity change, negative = inhibition, most hits filed as inhibitors;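 further: potency means the concentration at half of the fitted maximal effect; plate controls were no compound for no effect and no enzyme for full effect; nearly all actives have a fitted effect of over 20% in size; some results filed as inactive show a strong effect at the top dose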
# Target sequence (P00811 whole entry, looked up): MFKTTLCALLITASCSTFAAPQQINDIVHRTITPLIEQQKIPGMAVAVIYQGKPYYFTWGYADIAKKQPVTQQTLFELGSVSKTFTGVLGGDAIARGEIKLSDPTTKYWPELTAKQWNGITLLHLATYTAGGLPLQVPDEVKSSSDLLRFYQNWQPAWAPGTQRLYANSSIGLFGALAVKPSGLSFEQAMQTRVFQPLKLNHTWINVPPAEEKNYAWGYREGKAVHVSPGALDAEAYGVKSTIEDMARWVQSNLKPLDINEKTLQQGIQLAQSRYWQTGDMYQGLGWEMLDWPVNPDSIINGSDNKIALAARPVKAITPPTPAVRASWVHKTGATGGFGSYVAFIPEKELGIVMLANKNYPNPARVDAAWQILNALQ
#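 20 mM phosphate pH 7.0 + 0.01% (detergent screen) or 0.0001% Triton X-100; 5.3 nM AmpC reagent; cpd preinc 15 min RT; nitrocefin (800 uM stock) to start; A480 q20 s × 4 min; Activity was normalised to no-enzyme and no-compound control wells.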
# Cycloheximide cs = Cycloheximide Counterscreen for Small Molecule Inhibitors of Shiga Toxin | cell reporter, cycloheximide protein synthesis inhibition counterscreen | max response, % | 300,000 compounds, 12% hits; in the data active means max response mostly above about 13%, no sharp cut-off; inactive means mostly below about 14%; further: read at 38.3 µM for the half of the compounds with a filed dose; 0% is about no effect
# Tb PYK inh = qHTS of Trypanosoma Brucei Inhibitors; pyruvate kinase (Trypanosoma brucei), Q57TT1; TbPYK enzyme, Kinase-Glo Plus ATP luminescence, 45 min; Potency, µM (doses to about 76.8 µM), without a hit: at the highest dose activity, negative = inhibition, hits mostly inhibitors; 410,000 compounds, 0.12% hits; AID 624173, 2012; further: potency means the concentration at half of the fitted maximal effect; on the % scale 0 is the no-effect control and ±100 the full control effect; nearly all actives have a fitted effect of over 50% in size
#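 In this concentration-response screen, enzyme-free wells defined baseline while DMSO plates tracked drift. Each reaction combined TbPYK, substrate, compound and 130 uM ADP for 45 min at room temperature. Kinase-Glo Plus luminescence gave the signal.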
# Pf growth 96h = Primary qHTS for delayed death inhibitors of the malarial parasite plastid, 96 hour incubation; P. falciparum luciferase reporter growth, 96 h; Potency, µM (titrated, usually from 28.7 µM), for the others: at the top dose activity change, negative = inhibition, hits mostly inhibitors; 320,000 compounds, 6.9% hits; further: potency means the concentration at half of the fitted maximal effect; on the % scale 0 is the no-effect control and ±100 the full control effect
#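 P. falciparum expressing integrated firefly luciferase, in erythrocytes at 2% hematocrit, 0.05% parasitemia, incubated with compounds 96 h at 37 C, 5% CO2. Growth inhibition read as loss of luminescence; two-generation exposure targets delayed-death apicoplast inhibitors.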
# Active calls of the source: *; ? = inconclusive; . = not tested or not shown; & = joins results of further samples; [ ] = dose if it differs, or a comment. Unless noted, the call rests on the fitted dose curve; in most records, active means well fitted curve in the direction sought with a large enough effect; inconclusive means small, poorly fitted or top-dose-only effect, or another doubt; inactive means no such curve, though single readings can be large; an effect the other way counts as inactive or inconclusive.
SMILES,Pf growth 48h,LmPK inh,Shiga toxin inh,AmpC no deterg,Cycloheximide cs,Tb PYK inh,Pf growth 96h
Cc1ccc(OCCNS(=O)(=O)c2ccc(N3CCCC3=O)cc2)cc1C,?,0%,1,11%,13,2%,79%[activator]
CC(C)C(C)(C#N)NC(=O)CSc1ncnc2sc(-c3ccccc3)cc12 (stereo not given),-19%,-6%,-1,-2%,4,-2%,.
CCOc1ccc(NC(=O)N(CCN2CCOCC2)Cc2ccc3c(c2)CCCN3CC)cc1,?,-5%,-7,173%[activator],-3,-16%,73%[activator]
Cc1ccc(NC2=NC(c3ccccc3)n3c(nc(C)cc3=O)N2)cc1 (stereo not given),-4%,3%,-3,-18%,-2,1%,-4%
ClCc1csc(-c2ccccc2Cl)n1,-4%,3%,5,-12%[11.4 µM],13,1%,16%
CCCCCCSc1ccc([C@H]2N[C@@](C)(C(=O)OC)[C@H]3C(=O)N(C)C(=O)[C@@H]23)cc1,15µM*,.,.,235%[activator],.,-4%,?
Cc1ccc(/C=C/c2onc(C)c2S(=O)(=O)N2CCC(C(=O)N3CCN(C)CC3)CC2)cc1,?,4%,-2,152%[activator],-3,-10%,?
O=S(=O)(Nc1cccc(S(=O)(=O)N2CCCC2)c1)c1cccc(Br)c1,-7%,.,.,-33%,.,2%,-16%
CCOC(=O)c1ccc(S(=O)(=O)N2CCC(C(=O)O)CC2)cc1,.,0%,-13,-18%,-2,-2%,-10%
COc1ccc(-c2csc(NC(=O)C3CC(=O)N(Cc4ccccc4)C3)n2)cc1OC (stereo not given),?,-2%,14,165%[activator],1,1%,?
COc1ccccc1Nc1ccc(NS(=O)(=O)c2ccc(C(C)=O)cc2)cc1,?,1%,67,-15%,10,2%,?
c1ccc(CCNc2ncnc3nc[nH]c23)cc1,49%[activator],-3%,45*,-9%,38*,-12%,42%[activator]
Cn1nc(C(=O)N2CCN(S(=O)(=O)/C=C/c3ccccc3)CC2)c2ccccc2c1=O,?,3%,16,13%,-4,0%,?
Cc1ccc(N(CC(=O)NCc2ccc3c(c2)OCO3)S(C)(=O)=O)cc1,5%,2%,12,-26%,11,-3%,-1%[5.75 µM]
COCCn1c(SCC(=O)Nc2nc(C)c(Cl)cc2Cl)nc2ccccc21,-22%,-1%,-18,104%[activator],-3,2%,0%
Cc1ccc(C(=O)Nc2cccc(C(=O)NCc3ccccc3)c2)cc1,35%[activator],1%,23,-31%,15*,-6%,1%
COc1ccnc(Oc2cc(Cl)cc(Cl)c2)c1C#N,4%,3%,-14,-7%,2,-2%,19%
O=C(Nc1cnccc1C(F)(F)F)NC1CCCCC1,71%[activator],-2%,-11,-11%,-2,-2%,36%[activator]
Nc1[nH]n(-c2ccccc2)c(=O)c1N=Nc1ccc2c(c1)OCCO2,300%[activator],-23%,59*,11%,33*,-7%,388%[activator]
O=C(NCc1cccc(C(F)(F)F)c1)C1CC(c2c(Cl)cccc2Cl)=NO1 (stereo not given),3%,-1%,-3,-14%,-3,-11%,5%
CCOC(=O)CSc1ccc(S(=O)(=O)N(CC)CC)cc1[N+](=O)[O-],-26%,-8%,-9,-7%,-4,7%,?
NP(=O)(OCC(F)(F)F)Oc1cccc2ccccc12 (stereo not given),11%,-3%,-10,-17%,1,3%,32%[activator]
Cc1cc(F)ccc1S(=O)(=O)Nc1ccc(C(=O)N(C)Cc2ccco2)cc1,-13%,.,.,-6%,.,2%,30%[activator]
COc1ccc(NC(=S)N2CCC(Cc3ccccc3)CC2)cc1OC,-10%,8%,-4,89%[activator],-4,9%,?
COCCn1c(SCC(=O)c2ccc(F)cc2)nnc1C(C)C,24%,9%,-11,-11%,2,?,?

# Six entries from above, with bars between the fields:
SMILES | Pf growth 48h | LmPK inh | Shiga toxin inh | AmpC no deterg | Cycloheximide cs | Tb PYK inh | Pf growth 96h
COc1ccc(-c2csc(NC(=O)C3CC(=O)N(Cc4ccccc4)C3)n2)cc1OC (stereo not given) | ? | -2% | 14 | 165%[activator] | 1 | 1% | ?
COc1ccccc1Nc1ccc(NS(=O)(=O)c2ccc(C(C)=O)cc2)cc1 | ? | 1% | 67 | -15% | 10 | 2% | ?
c1ccc(CCNc2ncnc3nc[nH]c23)cc1 | 49%[activator] | -3% | 45* | -9% | 38* | -12% | 42%[activator]
Cn1nc(C(=O)N2CCN(S(=O)(=O)/C=C/c3ccccc3)CC2)c2ccccc2c1=O | ? | 3% | 16 | 13% | -4 | 0% | ?
Cc1ccc(N(CC(=O)NCc2ccc3c(c2)OCO3)S(C)(=O)=O)cc1 | 5% | 2% | 12 | -26% | 11 | -3% | -1%[5.75 µM]
COCCn1c(SCC(=O)Nc2nc(C)c(Cl)cc2Cl)nc2ccccc21 | -22% | -1% | -18 | 104%[activator] | -3 | 2% | 0%

# (next part)
SMILES,Pf growth 48h,LmPK inh,Shiga toxin inh,AmpC no deterg,Cycloheximide cs,Tb PYK inh,Pf growth 96h
O=C(Cn1c(=O)c(=O)n(Cc2ccccc2)c2ccc(Cl)cc21)Nc1cccc(F)c1,2%,2%,-8,-33%,-1,-5%,13µM*
O=C(O)[C@H](Cc1ccccc1)N1C(=O)c2ccncc2C1=O,-4%,5%,-14,-16%,-1,-1%,-41%
Cc1csc(NC(=O)c2ccccc2C(=O)O)n1,23%,-15%,-4,-16%,-3,.,.
COc1ccccc1Nc1nc(N)nc(CSc2nc(C)cc(C)n2)n1,-39%,6%,-20,42%,6,8%,.
COc1cc(C(=S)N2CCOCC2)ccc1OS(=O)(=O)c1ccc(Cl)cc1,-4%,-2%,21,13%,-3,-21%,10%
OC(CCN1CCCCC1)(c1ccccc1)c1ccccc1,?,-5%,-4,-47%,-2,-4%&-9%,?
Cc1c(C)c2c(c(C)c1O)CC[C@@](C)(CCC[C@H](C)CCC[C@H](C)CCCC(C)C)O2,-5%,.,2&-8,.,-2&-8,-2%&0%,5%
COC(=O)n1c(=S)oc2cc(Cl)ccc21,3%,2%,-16,-12%,-2,.,.
Cc1ccc2c(c1)N(C(=O)CCC(=O)N1CCN(c3ccccn3)CC1)CCO2,?,-4%,5,54%,-1,-3%,32%[activator]
Cc1cc(CSc2nc(C)cc(=O)[nH]2)c2ncccc2c1,48%[activator],0%,30,6%,15,-1%,0%
N#CCCN(C(=O)Nc1ccccc1)c1ccccc1,-6%,2%,-11,-14%,10,-4%,.
O=C(CCc1ccc(S(=O)(=O)N2CCOCC2)cc1)Nc1nc(COc2ccccc2)cs1,12µM*,6%,-17,-26%,1,-3%,.
Cc1cc(-c2ccccc2)nc(N/N=C/c2ccccc2F)n1,19%,0%,52*,-24%,51*,-1%,-22%
Cc1ccc2c(c1)N(CC(=O)Nc1nccs1)C(=O)CO2,30%[activator],.,.,-12%,.,1%,6%
CCC(C)c1ccc(S(=O)(=O)N2CCN3CCCC3C2)cc1 (stereo not given),15%,1%,-5,20%,-2,3%,-15%
CCOC(=O)c1cnc2c(c(C)nn2CC)c1Cl,5%,0%,-3,-8%,1,4%,?
COC(=O)c1c(C(=O)OC)c(-c2cccc(C)c2)n2c1CS(=O)(=O)C2,.,5%,-19,-8%,-4,-12%,?
Cc1c(C(C)C)c(=O)n(-c2ccc(S(=O)(=O)NC3CC3)cc2)n1C,-5%,3%,12,-18%,-3,4%,6%
Cc1cc(C)c(C)c(S(=O)(=O)N2CCN(c3ccccn3)CC2)c1C,-3%,8%,-1,-1%,-3,6%,-2%
Clc1ccc(Cc2ccccn2)cc1,6%,.,.,-19%,.,-1%,12%
CCOc1ccc(NC(=O)C2CC(C)=C(C)CC2C(=O)O)cc1 (stereo not given),4%,-11%,-13,-17%,-2,-1%,?
S=C(Nc1cccc(Cl)c1)NC1CCCCC1,?,2%,69,-37%,12,7%,2%
CC(C)c1ccc(NC(=O)C2CCC(CNC(=O)[C@@H]3Cc4ccccc4CN3)CC2)cc1 (stereo not given in full),?,0%,17,33%,15*,-5%,-5%
COc1cccc(NS(=O)(=O)c2ccc(C)c(C(=O)N3CCCCC3)c2)c1,1%,2%,-4,-4%,0,-10%,-26%
CC(C)(C)c1ccc(OCC(=O)Nc2ccncc2)cc1,26%,-4%,-8,-19%,7,2%,0%
SMILES,Pf growth 48h,LmPK inh,Shiga toxin inh,AmpC no deterg,Cycloheximide cs,Tb PYK inh,Pf growth 96h
CCOC(=O)c1ccc(CSC(=N)N)o1,?,-10%,-3,-1%,2,3%,21%
CCC(C)NC(=O)c1ccc(NC(=O)CC2SC(N3CCCC3)=NC2=O)cc1 (stereo not given),2%,.,.,-15%,.,-7%,?
CC1CCC(NC(=O)CC2Oc3ccccc3NC2=O)CC1 (stereo not given),.,8%,-12,-15%,-5,2%,3%
CSc1nc(C)c(CCO)c(=O)[nH]1,?,0%,-16,-9%,-3,0%,12%
Cc1cc(C)cc(OCC(=O)NN2Cc3ccccc3C2=N)c1,.,-2%,-11,-5%,4,-4%,6.6µM*
CCCSc1nc(NCc2ccco2)c2c3c(sc2n1)COC(C)(C)C3,?,5%,46*,43%,26,-6%,?
Cc1cc(C2=NNC(=Nc3ccc(S(=O)(=O)N4CCOCC4)cc3)SC2)c(C)n1CC1CCCO1 (stereo not given),?,-17%,-11,16%,19,?,?
Cc1cccc(-c2ncc(CN3CCCC(CO)(Cc4cccc(Cl)c4)C3)cn2)c1 (stereo not given),-46%,4%,2,52%,0,-2%,-17%
O=c1[nH][nH]c(=O)n1-c1ccccc1,20%,-1%,9,-1%,-3,3%,-29%
CCN(CC)CCN1C(=O)C(=O)/C(=C(/O)c2ccc(OC(C)C)cc2)C1c1cccs1 (stereo not given),88%[activator],1%,85*,-5%,45*,-5%,71%[activator]
Cc1ccccc1NC(=O)CSCC(=O)Nc1ccccc1C,.,5%,-23,-17%,7,4%,26%
CCOC(=O)c1ccc(NC(=O)CC2SCCNC2=O)cc1 (stereo not given),128%[activator],-2%,96*,-16%,38*,-7%,115%[activator]
CC(=O)c1cccc(NS(=O)(=O)c2ccc3c(c2)N(C(C)=O)CCO3)c1,25%,-2%,-7,-19%,-3,1%,?
COc1ccc(Br)c(C(=O)NCCC(C)C)c1,10%,-1%,-7,-36%,-3,-2%,26%
CCOC(=O)N1CCN(C(=O)c2cc3c(-c4ccc(Cl)cc4)nn(C)c3s2)CC1,.,5%,-2,-14%,1,-1%,?
COC(=O)C1=CN(Cc2cccs2)C=C(C(=O)OC)C1c1cccc(O)c1,-21%,-1%,-16,-16%,-1,2%,?
CC(=O)c1ccc(NC(=O)c2ccc3snnc3c2)cc1,19%,1%,65*,-21%,50*,7%,25%
CCCn1c(SCC(=O)N2CCCc3ccccc32)nc2c1c(=O)n(C)c(=O)n2C,?,1%,-26,16%,6,-7%,?
C=CCn1c(O)c(C=Nc2ccc(OC)cc2C)c(=O)[nH]c1=O,18%,-3%,-4,-23%,-1,0%,-21%
CN(C)S(=O)(=O)c1cc(C(=O)N2CCC(C(=O)O)(c3ccccc3)CC2)ccc1Cl,?,4%,-7,-15%,-2,-18%,-19%

# No enrichment for hits (roughly 22% active in at least one column).
